Compound activity deposited in PubChem BioAssay by several laboratories.
m5-HT2A agonist = agonists of mouse serotonin 5-HT2A receptor (HTR2A); P35363; CHO-K1 mHTR2A beta-arrestin complementation, luminescence; percent of 30 µM serotonin response; activation, % at 7.6 µM; 360,000 compounds, 0.66% hits; AID 624169;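 active means activation above a run cutoff, the mean activation of all tested compounds plus 3 SD, cut at about 14% in these data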;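 further: 0% = plate median of compound wells and 100% = 30 µM serotonin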
NCOA2 inhibitor = inhibits human steroid receptor coactivator 2; HEK293 GAL4-SRC2 luciferase reporter, luminescence; inhibition, % at 9 µM; Q15596; 370,000 compounds, 0.17% hits;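 active means inhibition above the mean inhibition of all tested compounds plus 3 SD, set per campaign, cut at about 52% in these data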;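 further: 0% = DMSO treated cells and 100% = cells given Gossypol at 36 µM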
TLR9-MyD88 block = TLR9-MyD88 interaction inhibition | 340,000 compounds, 0.21% hits | CHO BLA complementation TLR9-MyD88, CCF4 FRET ratio | inhibition, % at 4.98 µM | AID 504734;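 active means inhibition above the mean over all tested compounds plus 3 SD, cut at about 21% in these data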;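 further: 0% = DMSO only wells and 100% = clavulanate BLA inhibitor control wells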
Target sequence (Q99836 whole entry, looked up): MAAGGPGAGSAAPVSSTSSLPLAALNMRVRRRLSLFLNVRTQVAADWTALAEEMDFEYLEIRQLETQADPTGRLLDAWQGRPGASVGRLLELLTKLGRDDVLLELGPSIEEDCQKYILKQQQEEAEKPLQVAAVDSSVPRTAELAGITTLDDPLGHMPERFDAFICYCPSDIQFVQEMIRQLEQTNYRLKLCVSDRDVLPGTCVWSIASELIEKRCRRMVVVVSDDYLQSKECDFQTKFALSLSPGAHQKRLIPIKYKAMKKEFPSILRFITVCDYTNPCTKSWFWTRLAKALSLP
Target sequence (Q9NR96 whole entry, looked up): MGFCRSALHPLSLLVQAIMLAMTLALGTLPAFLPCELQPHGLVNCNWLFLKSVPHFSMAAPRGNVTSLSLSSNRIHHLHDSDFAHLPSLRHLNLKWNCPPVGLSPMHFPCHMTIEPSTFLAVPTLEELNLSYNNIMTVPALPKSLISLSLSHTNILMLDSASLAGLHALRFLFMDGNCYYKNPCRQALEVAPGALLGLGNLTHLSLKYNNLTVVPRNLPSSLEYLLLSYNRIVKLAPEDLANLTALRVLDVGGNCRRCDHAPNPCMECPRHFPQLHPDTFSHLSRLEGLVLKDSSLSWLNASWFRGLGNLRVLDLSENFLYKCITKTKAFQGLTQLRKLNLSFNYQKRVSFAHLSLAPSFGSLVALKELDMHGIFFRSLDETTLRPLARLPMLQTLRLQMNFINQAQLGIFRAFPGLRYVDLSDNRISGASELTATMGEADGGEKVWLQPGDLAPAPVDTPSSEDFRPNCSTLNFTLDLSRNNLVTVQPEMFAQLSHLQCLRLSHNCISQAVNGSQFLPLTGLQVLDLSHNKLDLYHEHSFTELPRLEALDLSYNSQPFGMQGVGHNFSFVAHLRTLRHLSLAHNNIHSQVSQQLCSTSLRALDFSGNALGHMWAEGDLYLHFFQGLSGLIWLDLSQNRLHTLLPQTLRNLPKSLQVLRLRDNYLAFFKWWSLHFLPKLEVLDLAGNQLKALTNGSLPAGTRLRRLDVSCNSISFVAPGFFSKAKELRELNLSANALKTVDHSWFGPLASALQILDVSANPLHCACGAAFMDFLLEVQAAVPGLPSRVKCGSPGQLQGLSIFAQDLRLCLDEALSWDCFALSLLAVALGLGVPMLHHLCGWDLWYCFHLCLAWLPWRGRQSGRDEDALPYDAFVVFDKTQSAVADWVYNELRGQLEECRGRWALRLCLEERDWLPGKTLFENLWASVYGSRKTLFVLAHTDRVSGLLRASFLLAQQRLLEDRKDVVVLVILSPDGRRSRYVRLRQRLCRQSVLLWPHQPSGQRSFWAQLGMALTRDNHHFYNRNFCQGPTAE
MC4R ag barr = activates human MC4R beta-arrestin recruitment; U2OS MC4R beta-arrestin complementation, luminescence; percent of melanotan II response, DMSO zero; 360,000 compounds, 0.98% hits; activation, % at 8.9 µM; P32245;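 active means activation above a per-plate cutoff, the mean activation of sample wells on that plate plus 3 SD, cut at about 8% in these data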
ABHD5 PLIN5 PPI = blocks binding of human ABHD5 to perilipin-5; Q00G26+Q8WTS1; 360,000 compounds, 0.78% hits; Split G. princeps luciferase complementation, luminescence, 4 h; inhibition, % at 4 µM;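 active means inhibition above the mean inhibition across every tested compound plus 3 SD, cut at about 22% in these data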;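 further: 0% = DMSO only wells and the 100% control is not disclosed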
ABCB6 inh 2 = blocks the human ABCB6 transporter; Q9NP58; K562-ABCB6 porphyrin accumulation, flow cytometry, 1 h; active compounds read low; fluorescence ratio to DMSO, % at 10 µM; 360,000 compounds, 0.19% hits;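 active means fluorescence ratio to DMSO below 75%, the collection mean minus 3 SD; inconclusive means too few cells collected in the well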;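 further: signal is porphyrin accumulated inside mitochondria; 100% equals median channel fluorescence of DMSO control wells; lower ratio means ABCB6 inhibition with less porphyrin fluorescence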
Cardio protect = myocardial damage modulation in H9c2 cells. protection from H2O2 cell death, % at 20 µM. H9c2 cardiomyocytes, H2O2 injury protection, ATPLite, 2 h. 360,000 compounds, 0.63% hits;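 active means compounds giving at least 50% protection of heart cells from peroxide-induced death in the single-dose screen, raw or plate-pattern-corrected value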;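 further: 0% = DMSO wells with peroxide and 100% = DMSO wells without peroxide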
NOD2-RIPK2 inh = NOD2-RIPK2 protein interaction inhibition; O43353; CHO BLA complementation NOD2-RIPK2, CCF4 ratio; inhibition, % at 4.98 µM; 360,000 compounds, 0.38% hits; AID 624267; in the data active means inhibition above about 21%;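 further: 0% = vehicle only and 100% = reference blocker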
Glyco luc inh = N-linked glycosylation inhibition; D54 ERlucT glycosylation luciferase reporter, 24 h; percent of 100 nM tunicamycin response; reporter increase, % at 12.5 µM; 360,000 compounds, 0.23% hits; AID 588692;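 active means mean luciferase reporter signal, scaled so untreated is 0 and the glycosylation-blocking control 100, at or above a set limit in every replicate; inconclusive means mean reaches the limit but not every replicate does; inactive means mean below the limit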;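 further: luciferase carries N-glycosylation sites so blocking glycosylation raises the light; 0% = median of neutral control wells and 100% = median of 100 nM tunicamycin wells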
MC4R antag cAMP = antagonists of human melanocortin 4 receptor (MC4R); 360,000 compounds, 0.48% hits; MC4R-expressing cells, MTII-stimulated cAMP, LANCE TR-FRET; inhibition, % at 6.5 µM;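 active means inhibition above its plate's cutoff, the mean of tested wells on that plate plus 3 SD, cut at about 29% in these data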;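 further: 0% = Melanotan II alone and 100% = Melanotan II plus saturating MCL0020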
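material = U2OS cells stably expressing human melanocortin 4 receptor (MC4R) | also added = Melanotan II challenge | dosing = single nominal compound dose of 6.5 µM | detection = TR-FRET with Eu-cAMP and labeled anti-cAMP, 671 nm | replication = singlicate | timing = compound 30 min, challenge 1 h, detection 1 h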
Numbers without * were called inactive; u = inconclusive; x = not tested or not shown. Not all compounds are listed; count on the stated rates, not on these rows.

Sequence of screens – m5-HT2A agonist	NCOA2 inhibitor	TLR9-MyD88 block	MC4R ag barr	ABHD5 PLIN5 PPI	ABCB6 inh 2	Cardio protect	NOD2-RIPK2 inh	Glyco luc inh	MC4R antag cAMP
#1 COc1cccc(C(=O)O/N=C(\N)c2ccccn2)c1OC
  -6	-43	2	-1.4	3	95	-14	-8	-15	-2
#2 COc1ccc(OCCN(C)Cc2c(O)ccc3ccccc23)cc1
  -6	-2	-7	0.8	6	98	-8	2	0	1
#3 CCCCNC(=O)COC(=O)c1ccc(F)cc1Cl
  3	22	6	-2.0	4	96	-17	-2	1	-2
#4 Oc1c(Cl)cc(Cl)cc1C(C#Cc1ccccc1)N1CCOCC1 (stereo not given)
  1	-14	-1	-1.4	8	103	-2	3	4	4
#5 CC(C)NC(=O)c1noc2cc([N+](=O)[O-])ccc12
  2	-44	1	-1.4	-1	102	0	-6	3	3
#6 O=S1(=O)CCN(C2CC2)CC1
  4	-8	0	-1.5	4	100	-2	-4	1	3
#7 CC(C)CCCN1C(Nc2ccccc2)=NC[C@@H]1Cc1ccccc1
  -8	x	4	-0.4	8	92	0	-1	5	4
#8 CN(C)S(=O)(=O)c1cccc(NC(=O)CC23CC4CC(CC(C4)C2)C3)c1
  -5	13	2	-3.9	1	101	-2	-4	-2	11
#9 CCCS(=O)(=O)c1cscc1NC(=O)c1c(-c2c(F)cccc2Cl)noc1C
  2	-67	3	-0.2	-1	97	-4	-7	-1	1
#10 CCOc1ccc(N(CC(=O)N2CCN(c3ccccc3OC)CC2)S(=O)(=O)c2ccc(F)cc2)cc1
  -8	-2	-2	-1.5	1	94	1	1	-2	7
#11 CC(C)(C)c1cc(NC(=O)CSc2nncs2)n(-c2ccccc2)n1
  1	-21	-6	-2.1	-4	96	0	6	-1	6
#12 O=[N+]([O-])c1ccc(Cl)c(CN2CCSCC2)c1
  -3	-14	-15	-0.9	-1	100	4	-8	0	5
#13 CCn1c(O)c(/C=N/N=C2CCCC2)c2ccc(C3=NNC(=O)CC3)cc21
  -3	-11	-8	0.5	-3	102	57*	-2	-1	1
#14 COCCN(CCOC)c1ncnc2c1cnn2-c1ccc(Cl)cc1
  -1	2	0	-0.8	-1	97	0	-2	-7	-3
#15 CC(C)c1ccccc1N=C1SCCCN1C(=O)c1cccc(N2C(=O)CCC2=O)c1
  7	11	-1	-0.1	9	99	1	-1	-1	7
#16 Cc1ccc(S(=O)(=O)Nc2cccc3cccnc23)c([N+](=O)[O-])c1
  -7	-86	-1	-6.4	6	94	40	8	-6	-2
#17 CCOC(=O)CSc1nc2cc(C(=O)NCc3ccco3)ccc2c(=O)n1-c1ccc(F)cc1
  -10	x	4	-2.2	-2	97	-6	0	2	13
#18 COc1cccc(/C=N/Nc2ncnc(N)c2[N+](=O)[O-])c1OC
  4	x	7	-3.1	3	101	-14	1	-17	-2
#19 CC(=O)Nc1ccc(-c2nnc(SCc3c(C)cc(C)cc3C)n2C)cc1
  -1	-9	7	-3.1	2	90	0	18	7	6
#20 COc1ccc(Cl)cc1NC(=O)Nc1ccc(C(=O)N2CCCC2)cc1
  -2	9	-3	-2.0	3	99	3	-6	u	18
#21 Cc1cccc(C)c1NC(=O)CSC(=S)N1CCCC1
  -1	-9	7	-2.1	-2	97	-5	5	-1	3
#22 CCOCCCNC(=O)C(c1ccc(OC)cc1)N(Cc1ccc2c(c1)OCO2)C(=O)c1ccccc1O (stereo not given)
  3	-8	-9	-0.9	8	96	6	-2	-2	5
#23 Cc1ccc(C(=O)N/C(=C\c2ccc(Cl)cc2)C(=O)NCCCN2CCOCC2)cc1
  -2	0	-5	-0.8	1	94	10	-7	-1	5
#24 CC(C)(C)NC(=O)COC(=O)c1cc(Br)ccc1Cl
  2	-3	-8	-1.4	-1	102	-4	-6	-1	8
#25 CC1CN(C(=O)C2(C)CC2(Cl)Cl)CC(C)O1 (stereo not given)
  0	-3	-2	-1.8	-2	100	0	-3	1	18
#26 CCOC(=O)C1OC2(CCCC2)OC1C(=O)OCC (stereo not given)
  0	9	3	0.4	-4	101	0	3	1	7
#27 CC(=O)N1CCN(c2ccc(NC(=O)c3ccc(C)c([N+](=O)[O-])c3)cc2)CC1
  4	-5	-9	0.9	5	101	11	1	-1	-6
#28 O=C(CNC(c1ccccc1)c1ccccc1)Nc1c(F)cccc1F
  -3	-15	-32	-0.9	-7	102	-4	-2	1	10
#29 CN(C)c1nc(Cl)nc2c1nc(Cl)n2C1CCCCO1 (stereo not given)
  2	-24	1	1.1	4	95	3	2	0	-1
#30 CC(=O)c1ccc(NC2OC(C)C(O)C(O)C2O)cc1 (stereo not given)
  1	0	-5	-1.0	-3	96	5	-1	3	-7

Some of these compounds in order of their number in m5-HT2A agonist, largest number first.
| nr | SMILES | m5-HT2A agonist | NCOA2 inhibitor | TLR9-MyD88 block | MC4R ag barr | ABHD5 PLIN5 PPI | ABCB6 inh 2 | NOD2-RIPK2 inh | Glyco luc inh | MC4R antag cAMP |
| --- | --- | --- | --- | --- | --- | --- | --- | --- | --- | --- |
| 15 | CC(C)c1ccccc1N=C1SCCCN1C(=O)c1cccc(N2C(=O)CCC2=O)c1 | 7 | 11 | -1 | -0.1 | 9 | 99 | -1 | -1 | 7 |
| 4 | Oc1c(Cl)cc(Cl)cc1C(C#Cc1ccccc1)N1CCOCC1 (stereo not given) | 1 | -14 | -1 | -1.4 | 8 | 103 | 3 | 4 | 4 |
| 25 | CC1CN(C(=O)C2(C)CC2(Cl)Cl)CC(C)O1 (stereo not given) | 0 | -3 | -2 | -1.8 | -2 | 100 | -3 | 1 | 18 |

(further entries)
Sequence of screens – m5-HT2A agonist	NCOA2 inhibitor	TLR9-MyD88 block	MC4R ag barr	ABHD5 PLIN5 PPI	ABCB6 inh 2	Cardio protect	NOD2-RIPK2 inh	Glyco luc inh	MC4R antag cAMP
#31 Cc1noc(NS(=O)(=O)c2ccc(NC(=O)CSc3nc4c(cc3C#N)CCC4)cc2)c1C
  8	-33	-4	-0.8	1	97	-1	5	1	0
#32 O=C(c1ccccc1)c1cccn1CC(=O)N1CCN(c2ccccc2)CC1
  -6	0	6	-1.4	2	112	2	3	2	0
#33 CC(C)(C)C(=O)OCc1nc(-c2ccc(O)c(O)c2)cs1
  15*	-22	x	1.9	1	95	7	-1	-4	18
#34 CCCOc1ccc(/C=C/c2[nH]c(=O)[nH]c(=O)c2[N+](=O)[O-])cc1OCC
  0	10	4	3.0	10	98	4	-5	2	-3
#35 CNc1sc(C(=O)c2ccccc2F)c(N)c1-c1nc2ccccc2s1
  -1	-18	11	-0.8	3	105	-6	-12	-6	3
#36 O=C(CN(Cc1ccccc1F)C(=O)c1csnn1)NC1CCCCC1
  -2	-14	2	-2.1	-6	96	-1	-4	0	-1
#37 COc1ccccc1NC(=O)N(C)C[C@H]1Oc2cc(Br)ccc2S(=O)(=O)N([C@H](C)CO)C[C@H]1C
  1	5	5	-1.3	-2	100	-10	2	1	6
#38 COC(=O)CCCCCN1C(=O)NC(C2CC2)C(C(=O)OCc2ccccc2)=C1C (stereo not given)
  -7	4	-4	-1.3	-12	101	-20	13	1	14
#39 COC(=O)c1cccc(NC(=O)NC(=O)c2ccc(Cl)cc2)c1
  -2	-36	x	-0.2	-1	103	0	2	-1	2
#40 CN(CCc1ccccc1)C(=O)c1ccc(NC(=O)Cc2ccc(NC(=O)C3CCN(C(=O)C4CCC4)CC3)cc2)cc1
  4	-6	4	0.9	0	100	-23	-8	2	1
#41 O/C(=C\Sc1nnc(Cc2ccccc2)o1)c1ccc(Br)cc1
  -2	-31	-1	-1.5	6	100	5	8	-2	9
#42 O=C(NCCCn1ccnc1)c1cc(C2CC2)on1
  -5	1	-6	1.6	-14	100	-10	-6	0	-1
#43 COc1ccccc1NC(=O)COc1ccc(C(=O)OCC(=O)N2CCCC2=O)cc1OC
  -5	4	3	-1.4	-4	94	7	3	-1	11
#44 Cc1nc(=S)c2c([nH]1)-c1ccccc1CC21CCCCC1
  0	-26	x	7.0	4	100	22	4	9	-2
#45 COc1ccc(-c2ocnc2C(=O)N2CCN(C(c3ccccc3)c3ccccc3)CC2)cc1
  -3	4	-3	3.2	-6	101	3	-4	-4	9
#46 CCC(CC)c1nnc(NC(=O)C2=NNC(=O)CC2)s1
  1	6	-8	0.3	4	99	0	-7	-1	4
#47 Cc1cc(-c2ccccc2C(=O)Nc2ccccc2O)on1
  -4	-6	2	-1.1	1	98	-2	-17	3	-7
#48 COc1cccc(C(=O)NCC(C)(C)SCc2ccc(F)cc2)c1
  5	26	7	0.2	-1	101	-4	0	1	17
#49 Cc1oc2ccc(Br)cc2c(=O)c1-c1nn[nH]n1
  -3	8	12	-0.7	3	92	-1	-4	4	-4
#50 O=C1OCCC1Sc1nnc(-c2ccc3c(c2)OCO3)n1-c1ccccc1 (stereo not given)
  5	-20	-3	-0.8	-1	93	14	2	0	21
#51 COCCn1c(Br)nc2c1c(=O)n(C)c(=O)n2C
  -2	-3	x	1.4	-2	98	-4	-7	3	0
#52 Cc1onc(-c2ccccc2Cl)c1C(=O)Oc1cccc2cccnc12
  3	9	2	-1.3	-3	99	2	-8	0	2
#53 O=C(COc1ccc(C(=O)c2ccccc2)cc1)Nc1ncccc1O
  -3	-7	5	-1.7	0	90	-7	3	1	9
#54 Clc1ccccc1-c1ccc(/C=N/Nc2nncc(-c3ccccc3)n2)o1
  1	3	2	-2.0	-2	93	39	5	4	-4
#55 COc1cc(Nc2ncnc(N)n2)cc(OC)c1OC
  0	-13	-6	1.5	-4	98	8	2	0	0
#56 CC(=O)c1cc(C(=O)Nc2ccc3ccccc3c2)c(C)o1
  7	-3	-8	0.3	-4	101	-12	-13	3	-3
